Bioassay records (PubChem)
CD11b adhes enh: enhancers of human CD11b/CD18 binding to fibrinogen | P05107+P11215 | K562 CD11b/CD18 adhesion to fibrinogen, ATPlite luminescence | activation, % at 10 µM | 93,000 compounds, 0.07% hits | AID 1499;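 active = 10 µM primary screen giving 50% or more activity, confirmed by 40% or more on retest at that dose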; note: strong numbers were not always called active; reference of the scale not given here
ERa SRC1 pot: ER-alpha (human) coactivator binding potentiation; P03372; TR-FRET ERalpha-LBD/SRC-Cy5 coactivator binding, 2 h; 100 = basal binding, no effect; coactivator binding (% of control), % at 25.6 µM; 86,000 compounds, 1.3% hits; in the data active = activity above about 200%;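 note: binding measured in presence of low estradiol as agonist stimulus; 0% = peptide alone without receptor and 100% = receptor with peptide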
Mac1 fbg inh: CD11b/CD18-fibrinogen binding inhibition; P05107+P11215; K562 CD11b/CD18 adhesion to fibrinogen, ATPlite luminescence; Mn2+ added to activate the integrin; inhibition, % at 10 µM; 93,000 compounds, 0.54% hits;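 active = primary inhibition of 50% or more at 10 µM, then 40% or more on retest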; note: some results filed as inactive read as strong as hits
MT1-MMP txn act: MT1-MMP promoter transcription activation; HT1080 MT1-MMP promoter luciferase reporter, luminescence, overnight; hits give high values; activation factor at 10 µM; 86,000 compounds, 0.16% hits; AID 750;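 active = activation factor of at least 2 for MT1-MMP transcription at 10 µM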
ERb coact inh: blocks coactivator binding to human estrogen receptor beta; Q92731; TR-FRET ER-beta LBD / SRC1-Cy5 peptide binding; receptor agonist-loaded with 1 µM estradiol; inhibition, % at 25.6 µM; 86,000 compounds, 1.3% hits;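 active = compounds whose percent inhibition of the receptor-coactivator binding signal exceeds about 50% in the single-dose screen, limit read from the data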;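 note: 0% = receptor plus peptide wells without compound and 100% = peptide-only wells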
ERa coact inh: blocks coactivator binding to human estrogen receptor alpha | 86,000 compounds, 1.7% hits | AID 629 | inhibition, % at 25.6 µM | P03372 | TR-FRET ER-alpha LBD / SRC-1 peptide, estradiol-bound; in the data active = inhibition above about 50%;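 note: 0% = receptor plus peptide control and 100% = peptide only without receptor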
Ecoli WT expand: blocks growth of wild type E. coli BW25113; growth inhibition, % at 100 µM; AID 710; OD600 absorbance; 98,000 compounds, 0.15% hits;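 active = growth inhibition above about 50% at one test dose, limit read from the data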;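 note: growth measured after 20 h incubation at 37 °C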
PLAP activator: activators of human placental alkaline phosphatase | P05187 | purified PLAP enzyme, luminescent substrate read-out; hits give high values | activation fold at 20 µM | 96,000 compounds, 1.2% hits | AID 696; in the data active = activation fold above about 2
FAK blocker: blocks human focal adhesion kinase activity; inhibition, %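 (tested at 7 µM)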; Q05397; biochemical FAK kinase activity assay; 97,000 compounds, 0.84% hits; in the data active = inhibition above about 19%;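 note: 0% = DMSO and 100% = reference compound high control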
Target sequence (Q05397 whole entry, looked up): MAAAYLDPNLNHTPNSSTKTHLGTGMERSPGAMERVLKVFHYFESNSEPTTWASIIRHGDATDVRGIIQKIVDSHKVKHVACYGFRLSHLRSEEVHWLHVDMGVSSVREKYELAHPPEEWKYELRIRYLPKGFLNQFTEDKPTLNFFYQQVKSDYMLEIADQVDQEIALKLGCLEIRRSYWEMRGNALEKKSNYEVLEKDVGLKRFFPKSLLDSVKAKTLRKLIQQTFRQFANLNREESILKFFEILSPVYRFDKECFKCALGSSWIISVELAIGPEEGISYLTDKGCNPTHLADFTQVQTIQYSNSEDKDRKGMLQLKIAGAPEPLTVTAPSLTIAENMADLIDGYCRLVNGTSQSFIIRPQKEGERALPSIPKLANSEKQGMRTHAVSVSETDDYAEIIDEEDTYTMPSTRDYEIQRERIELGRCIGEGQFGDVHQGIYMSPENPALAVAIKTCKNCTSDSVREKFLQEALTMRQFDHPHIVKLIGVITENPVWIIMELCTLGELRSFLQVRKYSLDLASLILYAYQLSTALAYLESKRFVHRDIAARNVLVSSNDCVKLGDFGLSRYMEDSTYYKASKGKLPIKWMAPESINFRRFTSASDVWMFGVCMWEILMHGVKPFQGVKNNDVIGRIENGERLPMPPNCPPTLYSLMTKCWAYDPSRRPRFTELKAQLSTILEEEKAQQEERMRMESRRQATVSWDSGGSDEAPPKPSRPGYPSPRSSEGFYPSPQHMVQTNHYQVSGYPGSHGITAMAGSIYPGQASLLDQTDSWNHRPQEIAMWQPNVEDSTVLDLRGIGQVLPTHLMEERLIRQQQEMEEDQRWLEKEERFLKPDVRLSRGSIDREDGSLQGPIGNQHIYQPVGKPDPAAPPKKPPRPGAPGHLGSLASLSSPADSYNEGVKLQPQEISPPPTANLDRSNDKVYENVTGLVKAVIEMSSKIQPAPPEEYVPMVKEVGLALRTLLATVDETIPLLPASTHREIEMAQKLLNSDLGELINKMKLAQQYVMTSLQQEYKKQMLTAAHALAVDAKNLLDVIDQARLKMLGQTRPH
Numbers without * were called inactive; . = not tested or not shown; & = joins results of further samples; [ ] = remark or other dose. Not all compounds are listed (hit frequency here may not be typical).

Start of the data: the first 7 compounds as a preview:
SMILES	CD11b adhes enh	ERa SRC1 pot	Mac1 fbg inh	MT1-MMP txn act	ERb coact inh	ERa coact inh	Ecoli WT expand	PLAP activator	FAK blocker
CN(C)c1ccc2c(c1)N=C(c1ccco1)OP2(=S)N1CCOCC1 (stereo not drawn)	-3	76[fluorescence artefact?]	-11	1.6	-2	22	-8	1	1
O=c1c2ccccc2nc(-c2ccco2)n1-c1nccs1	-2	90	0	1.2	6	6	2	1	1
CCCC(C)C1(CC)C(=O)NC(=Nc2ccccc2)NC1=O (stereo not drawn)	.	104	.	1.2	0	-3[fluorescence artefact?]	.	.	-2
O=P(Nc1c(Cl)cccc1Cl)(c1ccccc1)c1nc2c(s1)CCCC2 (stereo not drawn)	.	95	.	1.2	-15	-2	5	1.1	8
CCC(=NCCc1c[nH]c2ccccc12)c1c(O)n(C)c(=O)n(C)c1=O	-5	97	79*	1	-14	-6	-3	1.7	1
CC(N=Cc1c(O)[nH]c(=O)[nH]c1=O)c1ccccc1 (stereo not drawn)	1	90[fluorescence artefact?]	-25	1.2	7[fluorescence artefact?]	8	1	1	0
Cc1nc2nc(SCC(=O)N3CCC4(CC3)OCCO4)nn2c(C)c1Cc1ccccc1	-4	104[fluorescence artefact?]	2	1	-1[fluorescence artefact?]	6[fluorescence artefact?]	4	1.6	2

This part in full, from the first entry:
SMILES	CD11b adhes enh	ERa SRC1 pot	Mac1 fbg inh	MT1-MMP txn act	ERb coact inh	ERa coact inh	Ecoli WT expand	PLAP activator	FAK blocker
CN(C)c1ccc2c(c1)N=C(c1ccco1)OP2(=S)N1CCOCC1 (stereo not drawn)	-3	76[fluorescence artefact?]	-11	1.6	-2	22	-8	1	1
O=c1c2ccccc2nc(-c2ccco2)n1-c1nccs1	-2	90	0	1.2	6	6	2	1	1
CCCC(C)C1(CC)C(=O)NC(=Nc2ccccc2)NC1=O (stereo not drawn)	.	104	.	1.2	0	-3[fluorescence artefact?]	.	.	-2
O=P(Nc1c(Cl)cccc1Cl)(c1ccccc1)c1nc2c(s1)CCCC2 (stereo not drawn)	.	95	.	1.2	-15	-2	5	1.1	8
CCC(=NCCc1c[nH]c2ccccc12)c1c(O)n(C)c(=O)n(C)c1=O	-5	97	79*	1	-14	-6	-3	1.7	1
CC(N=Cc1c(O)[nH]c(=O)[nH]c1=O)c1ccccc1 (stereo not drawn)	1	90[fluorescence artefact?]	-25	1.2	7[fluorescence artefact?]	8	1	1	0
Cc1nc2nc(SCC(=O)N3CCC4(CC3)OCCO4)nn2c(C)c1Cc1ccccc1	-4	104[fluorescence artefact?]	2	1	-1[fluorescence artefact?]	6[fluorescence artefact?]	4	1.6	2
CCOc1ccc(N=Cc2c(O)n(C(C)(C)C)c(=O)[nH]c2=O)cc1	2	197	8	1.2	21	34	-1	0.8	3
O=C(c1cc2c(s1)-c1ccccc1OC2)N1CCC2(CC1)OCCO2	2	.	-2	1.3	.	.	9	1.6	1
O=C(CN1CCOCC1)Nc1ccc(Br)cc1C(=O)c1ccccc1	.	102	.	1.3	25	8	.	.	1
O=C(Cn1cnc2ccccc2c1=O)NCCC(=O)N1CCC2(CC1)OCCO2	-1	116	0	1.2	-7	-8	-5	0.9	0
CC(C(=O)c1c[nH]c2ccccc12)N1CCSCC1 (stereo not drawn)	.	101	.	1.8	-22	-2	18	1.1	-2
O=C(CN1CC(c2ccccc2)CC1=O)Nc1ccccc1 (stereo not drawn)	.	105	.	1.1	-4	-7	-4	.	.
COCCOC(=O)c1c(N)n(Cc2ccco2)c2nc3ccccc3nc12	.	77[fluorescence artefact?]	.	1.1	33[fluorescence artefact?]	13	.	.	2
COc1ccc2c(c1)CC1(CN2C)C(=O)NC(=O)N(c2ccc(F)cc2)C1=O (stereo not drawn)	1	127	-14	1	-9	0	1	1.4	6
CN1C(=O)/C(=C/c2ccc(N3CCCCCC3)o2)C(=O)NC1=S	.	112[fluorescence artefact?]	.	2.2*	-8	-9[fluorescence artefact?]	.	.	7
Cc1cc(C=C2C(=O)N(C)C(=S)N(C)C2=O)c(C)n1C1CCCCC1	80	.	1	.	.	.	0	1.1	7
O=C(NCc1ccccn1)c1ccccc1Cl	2	90	4	1.2	5	-9	6	1.1	-1
Cn1c(O)c(C(=N)COc2cccc(Cl)c2)c(=O)n(C)c1=O	40	.	-2	.	.	.	-15	1	-3
COc1cc(C)c(CN2CCN(c3ccccc3)CC2)cc1C	1	.	2	.	.	.	7	1	-6
CC(=O)C1=C(C)OC(N)=C(C(=O)OC(C)C)C12C(=O)Nc1ccccc12 (stereo not drawn)	0	95	-7	1.3	-2	-3	9	1.1	-3
Cc1ccc(S(=O)(=O)N2CC3CC(C2)c2cccc(=O)n2C3)cc1 (stereo not drawn)	.	105	.	1.2	-4	7	11	1	1
c1ccc(CN2CCN(Cc3ccc4c(c3)OCCO4)CC2)cc1	-2	.	-12	.	.	.	4	1	-6
COc1ccccc1-n1c(O)c(C=Nc2c(C)n(C)n(-c3ccccc3)c2=O)c(=O)[nH]c1=O	-3	103	3	1.2	-10	-3	-6	1.2	.
COc1ccc(-c2nc3ccccc3c(=O)n2-c2nccs2)cc1	-5	.	10	.	.	.	-1	1	5
CC(=NC1CCN(Cc2ccccc2)CC1)c1c(O)n(C)c(=O)n(C)c1=O	-3	133	3	1	-6	-15	-3	1.6	8
C#CCN(C)C(C)Cc1ccccc1 (stereo not drawn)	.	107	.	1.2	3	-3	.	.	.
CC(=O)N1CN2CN(C(C)=O)CC(C(=O)c3ccc(Br)cc3)(C2)C1	1	113	-17	0.9	0[fluorescence artefact?]	1[fluorescence artefact?]	1	1	-2
CCC(C(=O)N1CCC2(CC1)OCCO2)c1ccccc1 (stereo not drawn)	.	96	.	1	-8	-8	-19	.	1
CCCc1nc2ccccc2c(=O)n1-c1cccc(OC)c1	.	90	.	1.6	9	6	-4	0.9	-7
CN1CC=C(c2c[nH]c3ccccc23)CC1	.	111	.	1.2	-7	2	11	.	.
COc1ccc(S(=O)(=O)NCc2ccc(C(=O)N3CCC4(CC3)OCCO4)cc2)cc1	0	.	-11	1	.	.	-5	1	-5
O=C(Cc1ccccc1)Oc1ccc(N2C(=O)CCC2=O)cc1	-1	107	-9	.	10	-2	-1	0.9	0
CCCCNC(=O)c1c(N)n(Cc2ccc3c(c2)OCO3)c2nc3ccccc3nc12	-5	175	3	1.2	13[fluorescence artefact?]	8	-10	1	-1
COC(=O)C1=C(N)Oc2c(c(=O)oc3ccccc23)[C@]12C(=O)N(C)c1ccccc12	-2	121[fluorescence artefact?]	25	1.1	-4	-2	-10	1.7	.
CCS(=O)(=O)N1CCCC(C(=O)N2CCC3(CC2)OCCO3)C1 (stereo not drawn)	.	117	.	1.2	-8	-5	-1	0.9	-2
Cc1ccc(O)c(CN2CCN(c3ccccc3)CC2)c1	-3	96	5	1	1[fluorescence artefact?]	-3	6	1	.
C=CCN1C(=O)c2ccccc2Sc2ccc(C(=O)N3CCC4(CC3)OCCO4)cc21	.	97	.	1.1	4	1	6	1.1	-2
COc1ccc(OC)c(C2=NOC(C(=O)N3CCC4(CC3)OCCO4)C2)c1 (stereo not drawn)	.	91	.	1.1	-5	-3	9	1.2	-5
CCCCNC(=O)Nc1ccc(C(O)(C(=O)OC)C(F)(F)F)cc1 (stereo not drawn)	-2	90	8	1.1	3[fluorescence artefact?]	1[fluorescence artefact?]	4	1	0
CC(c1ccc(F)cc1)n1cc(C(=O)NCc2ccc3c(c2)OCO3)nn1 (stereo not drawn)	-2	121	2	1	-5	-11	3	0.9	-3
COc1ccc(CCn2c(O)c(C=NCCCO)c(=O)[nH]c2=O)cc1OC	1	132	-17	1.1	-9	-1	3	0.9	7
CCOC(=O)c1c(C)n(Cc2ccco2)c2ccc(OC)cc12	-3	97[fluorescence artefact?]	0	1.1	8[fluorescence artefact?]	-3	-2	1.1	-11
O=C(Nc1ccccc1OC(=O)N1CCOCC1)N1CCOCC1	-2	118	6	1.3	-2	2	-1	0.9	-1
CC[N+](CC)(CC)CCCCCCCCCC[N+](CC)(CC)CC	-1	113	-35	0.9	-7	-2	-18	0.7	0
O=C(c1ccco1)c1cn(Cc2ccccc2Cl)c2ccccc12	2	123	31	.	5	0	-9	0.8	2
CNCCc1nc(N)n[nH]1	-2	125	-10	1.3	-5[fluorescence artefact?]	1	-5	1	1
CCOC(=O)C1C(=O)N(C)C2(C)CC1c1ccccc1O2 (stereo not drawn)	0	109	6	1.2	-5	-9	6	1	0
CN(C)C(Cc1ccccc1)C(=O)c1ccc(-c2ccccc2)cc1 (stereo not drawn)	-3	.	10	.	.	.	0	1.7	0
CCOC(=O)C1C(=O)N(C)C2(C)CC1c1cc(OC)ccc1O2 (stereo not drawn)	-4	114	1	1	-28	-28	-3	1.1	0
O=c1[nH]c2c(c(=O)n1C1CCCCC1)CCC2	-2	101	3	1.1	6	6	9	0.8	0
COc1ccc(C=C2C(=O)N(C)C(=O)N(C)C2=O)cc1CSc1ccccn1	-3	103	-2	1.1	-6	0	0	0.9	6
C/C(Cl)=C/CC1(CN2CCCC2=O)C(=O)NC(=O)NC1=O	-3	111	49	1.2	-8	-4	4	1.2	6
CN1CCN(C(=O)COc2ccc(C(C)(C)C)cc2Br)CC1	-4	113	-38	.	-3	-4	-1	1.7	2
Cc1nn(-c2ccccc2)c2c1CC1(C(=O)N(C)C(=O)N(C)C1=O)C1CCCCN21 (stereo not drawn)	1	.	-18	1.1	.	.	6	1.2	1
Cc1cccc(N2CCc3c2nc2ccccc2c3N)c1	0&-1	101&99[fluorescence artefact?]	8&3	1.2&1.3	-15&-2	-4&3	25&23	0.5&1.4	-9&0
CCCNS(=O)(=O)c1ccc(OCC(=O)N2CCN(Cc3ccccc3)CC2)cc1	-1	105	-15	1.1	-1	0	4	1.1	-1
CCOC(=O)C1SC2(C(F)(F)C(F)F)CC1(O)c1c(c(OC)c3occc3c1OC)O2 (stereo not drawn)	9	.	8	1.1	.	.	-4	1	-4
CN(C)CCc1nn[nH]n1	.	93[fluorescence artefact?]	.	1.2	-8	2[fluorescence artefact?]	-4	.	2
O=S1(=O)CC2(N3CCOCC3)CCCCC21 (stereo not drawn)	-4	105[fluorescence artefact?]	-33	1.1	-5[fluorescence artefact?]	1[fluorescence artefact?]	1	1.1	.

Other entries follow:
SMILES	CD11b adhes enh	ERa SRC1 pot	Mac1 fbg inh	MT1-MMP txn act	ERb coact inh	ERa coact inh	Ecoli WT expand	PLAP activator	FAK blocker
COc1ccc(C(=O)C2(C)N(O)C(C)C(c3cccs3)=[N+]2[O-])cc1 (stereo not drawn)	-1	.	-46	.	.	.	0	0.9	-4
O=C1NC(=O)C(CCc2ccccn2)(Cc2ccc3c(c2)OCO3)C(=O)N1CCc1ccccc1 (stereo not drawn)	5	97	-2	1.1	-15	3	1	1.3	-2
CCCc1nc2ccccc2c(=O)n1-c1ccccc1OC	0	100[fluorescence artefact?]	0	1.2	-3[fluorescence artefact?]	3[fluorescence artefact?]	3	0.8	-1
COc1ccc(OC)c(N2C(=O)NC(=O)C(CCc3ccncc3)(CCc3ccncc3)C2=O)c1	.	111	.	1.1	-5	1	-2	.	-1
CN1CCN(Cc2nc3ccccc3n2C)CC1	-2	115	-9	1.1	-3	-4	2	1	-3
O=C(COc1ccccc1)N1CCN(CC(O)COc2ccccc2)CC1 (stereo not drawn)	2	103	-33	1	2	5	8	1.8	3
COc1cc2c3c(c1OC)-c1cc(O)ccc1CC3NCC2 (stereo not drawn)	-2	116	-7	1.1	5	-3	4	1	4
CCCCn1c(O)c(C(CC)=NCCN2CCCCC2)c(=O)[nH]c1=O	4	126	1	1	-2	-3	17	1.3	-2
O=c1[nH]c(N2CCN(Cc3ccc4c(c3)OCO4)CC2)nc2c1CCC2	3	130	-23	1.1	-4	-5	4	1.1	-4
CCCC[n+]1cc(/N=C(\[O-])OC)on1	.	125	.	1.1	13[fluorescence artefact?]	-4	1	0.9	-7
O=c1c2ccccc2[nH]c(=S)n1-c1ccc2c(c1)OCO2	0	102	-20	1.1	-6	-4	-5	0.9	2
COc1cc(/C=N/NC(=O)Cn2c([N+](=O)[O-])cnc2C)ccc1OC(=O)N(C)C	-2	97	-12	1.2	3	14	6	1.7	3
CC1(C)CN2C(c3ccc(Cl)cc3)N2C1 (stereo not drawn)	-2	104	1	1.1	-6	-1	4	0.8	0
